TMEM16A inh – TMEM16A chloride channel inhibitors, primary screen, cell-based, HTS. normalized B-score (activity score, 25-100; higher = stronger inhibition) at 10 µM. Anoctamin-1 (Mus musculus), Q8BHY3. 310,000 tested, 1.2% active. HEK293 TMEM16A/YFP iodide influx fluorescence, ionomycin;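 active = ratio plate-corrected score three or more library SD toward inhibition, starting fluorescence score within five deviations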;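 note: score derived from kinetic fluorescence span divided by baseline fluorescence per well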
RGS4 pot – RGS4 potentiators or activators, primary screen, cell-based, HEK293 M3R inducible RGS4, calcium flux; carbachol calcium flux Fluo4; active compounds read low; B-score at 10 µM; 310,000 tested, 0.92% active;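 active = B-score of the integrated calcium signal more than 4 SD below the library mean, with starting fluorescence not abnormally high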;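 note: negative B-score means reduced calcium response which marks RGS4 activation or potentiation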
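System – HEK293 FlpIn-TREx cells, stable M3R, doxycycline-inducible RGS4 · Reagent – ECmax carbachol challenge · Times – compound preincubation 20 min at room temperature before agonist · Technique – Fluo4 fluorescence kinetic imaging of calcium · Measure – B score of integrated Fluo4 ratio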
RGS4 block – RGS4 inhibitors, primary screen, cell-based, HEK293 M3R inducible RGS4, calcium flux | Fluo-4 calcium flux; active compounds read high; triggered by carbachol at its EC20 | 310,000 tested, 0.45% active | B-score at 10 µM | Regulator of G-protein signaling 4 (Homo sapiens), P49798;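 active = B-score, a plate-corrected calcium signal, over three deviations above library mean, with baseline fluorescence within five deviations of library mean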;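 note: RGS4 expression induced by doxycycline in cells with stable M3 receptor; B-score is computed from the integrated fluorescence ratio over baseline after carbachol; higher B-score means a larger calcium signal and so more RGS4 inhibition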
Target sequence (P49798 whole entry, looked up): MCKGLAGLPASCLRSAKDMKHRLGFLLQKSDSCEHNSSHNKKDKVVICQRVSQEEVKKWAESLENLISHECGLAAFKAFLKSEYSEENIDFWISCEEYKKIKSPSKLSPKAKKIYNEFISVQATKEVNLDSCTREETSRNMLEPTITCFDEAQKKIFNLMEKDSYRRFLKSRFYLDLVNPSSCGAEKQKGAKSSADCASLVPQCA
KCNK3 inh – human KCNK3 channel inhibitors, primary screen, CHO cells, FluxOR thallium flux, B-score | Potassium channel subfamily K member 3 (Homo sapiens), O14649 | FluxOR fluorescence; active compounds read low | B-score at 10 µM | 340,000 tested, 0.84% active | AID 602410, 2012;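 active = B-score under library mean minus 4 SD, starting fluorescence ratio at most library mean plus 5 SD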;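 note: more negative B-score means stronger inhibition of thallium flux through KCNK3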
KCNQ1 inh – inhibitors of human KCNQ1 channel, primary screen, cell-based, thallium flux, high-throughput | Potassium voltage-gated channel subfamily KQT member 1 (Homo sapiens), P51787 | CHO-K1 KCNQ1, FluxOR thallium flux fluorescence; active compounds read high | B-score at 10 µM | 310,000 tested, 1.3% active | AID 2642, 2010;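 active = compounds whose thallium flux B-score, printed positive for inhibition, exceeds three library SD while starting fluorescence stays within three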;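 note: channel opened by potassium depolarization with thallium stimulus after 20 min compound exposure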
hERG protect – hERG rescue from dofetilide block, primary screen, cell-based, CHO-hERG, FluxOR thallium flux, dofetilide IC70; Voltage-gated inwardly rectifying potassium channel KCNH2 (Homo sapiens), Q12809; dofetilide IC70 present; activation (rescue from dofetilide block), less the hit threshold, % at 10 µM; 310,000 tested, 0.51% active; AID 1511, 2009;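 active = activation above the mean of controls blocked by dofetilide plus 5 SD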;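 note: thallium influx through hERG after potassium depolarization seen as dye fluorescence rise; in these data hits start at about 4.7%; inactives centre near -7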
ANO1 activ – TMEM16A chloride channel activators or potentiators, primary screen, cell-based, HTS; Anoctamin-1 (Mus musculus), Q8BHY3; HEK293 TMEM16A/YFP-H148Q/I152L, iodide quench fluorescence; active compounds read low; B-score at 10 µM; 340,000 tested, 0.3% active; AID 623877, 2012;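 active = fluorescence-ratio B-score plate-corrected deviation score at least 3 library SD below zero, with starting fluorescence score within 5 deviations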;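 note: channel opened by trigger with iodide after compound preincubation; score built on the fluorescence ratio of max minus min over baseline; more negative score means more quench and so TMEM16A activation or potentiation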
KCNK9 block – KCNK9 potassium channel inhibitors, primary screen, HEK293 cells, thallium flux. B-score at 10 µM. AID 488922, 2010. Potassium channel subfamily K member 9 (Homo sapiens), Q9NPC2. 310,000 tested, 1.2% active. FluxOR thallium flux fluorescence; active compounds read low;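 active = ratio B-score over 3 SD below the library mean, with starting fluorescence within 5 SD of its mean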;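 note: negative B-score means less thallium flux so channel inhibition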
Target sequence (Q9NPC2 whole entry, looked up): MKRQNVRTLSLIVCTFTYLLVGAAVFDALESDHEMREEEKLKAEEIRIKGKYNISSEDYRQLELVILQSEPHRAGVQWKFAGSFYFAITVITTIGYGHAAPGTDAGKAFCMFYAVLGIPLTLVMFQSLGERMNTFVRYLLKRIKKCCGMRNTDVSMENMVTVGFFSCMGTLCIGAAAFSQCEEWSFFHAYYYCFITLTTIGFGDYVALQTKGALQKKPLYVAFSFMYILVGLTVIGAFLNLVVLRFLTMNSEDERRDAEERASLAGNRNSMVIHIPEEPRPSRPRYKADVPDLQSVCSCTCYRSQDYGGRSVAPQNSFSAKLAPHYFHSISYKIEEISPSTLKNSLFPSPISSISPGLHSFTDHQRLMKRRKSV
MrgX1 allo act – positive allosteric modulators of MrgX1, primary screen, HEK293 cells, Fluo-4 calcium flux; Mas-related G-protein coupled receptor member X1 (Homo sapiens), Q96LB2; FDSS; active compounds read high; B-score at 10 µM; 310,000 tested, 0.63% active;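 active = plate-corrected calcium response at least 3 library SD above typical, normal starting fluorescence, not activating the receptor alone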;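 note: compound read alongside a low EC10 to EC30 dose of BAM8-22 agonist; peak minus trough fluorescence over baseline measured at the second addition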
Target sequence (Q96LB2 whole entry, looked up): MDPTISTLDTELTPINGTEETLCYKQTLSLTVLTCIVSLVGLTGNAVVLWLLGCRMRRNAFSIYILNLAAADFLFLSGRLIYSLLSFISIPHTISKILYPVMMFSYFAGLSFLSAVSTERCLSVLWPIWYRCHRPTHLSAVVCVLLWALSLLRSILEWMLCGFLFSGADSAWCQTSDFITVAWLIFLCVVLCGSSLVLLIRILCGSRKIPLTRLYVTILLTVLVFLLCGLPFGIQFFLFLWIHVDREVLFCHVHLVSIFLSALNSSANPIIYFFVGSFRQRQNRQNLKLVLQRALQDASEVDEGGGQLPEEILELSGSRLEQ
MrgX1 agonist – agonists of human MrgX1 receptor, primary screen, HEK293 cells, Fluo-4 calcium flux; Fluo-4 calcium fluorescence, agonist mode; active compounds read high; B-score at 10 µM; 310,000 tested, 0.44% active; AID 588627, 2011;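 active = calcium response B-score plate-corrected fluorescence ratio at least 3 library SD, with starting fluorescence B-score inside 5 SD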
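Material: MrgX1-expressing HEK293 cells; input: 15,000 cells per well; doses: test compound given as first of three sequential additions; schedule: overnight plating before 1 h dye loading; technique: Fluo-4 NW calcium-flux fluorescence, kinetic read; evaluation: baseline-normalised fluorescence change ratio, B-scored; control set: plate-wise positive and negative controls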
KCNQ1 act – potentiators or activators of KCNQ1 channel, primary screen, cell-based, thallium flux, high-throughput; Potassium voltage-gated channel subfamily KQT member 1 (Homo sapiens), P51787; CHO-K1 KCNQ1, thallium flux FluxOR fluorescence; active compounds read high; B-score at 10 µM; 310,000 tested, 0.35% active; AID 2648, 2010;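 active = fluorescence ratio B-score, a plate-corrected score, at least three library SD, with initial intensity B-score within 5 SD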
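Schedule – 37 °C overnight plating, 90-min dark dye load, 20-min compound pretreatment · System – stable KCNQ1 CHO-K1 line · Probe or stimulus – thallium- and potassium-containing depolarizing buffer · Measured by – kinetic FluxOR fluorescence, 10 s baseline plus 110 s post-stimulus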
* marks the source's active call; other numbers are inactive results; i = inactive; . = no result given.

SMILES	TMEM16A inh	RGS4 pot	RGS4 block	KCNK3 inh	KCNQ1 inh	hERG protect	ANO1 activ	KCNK9 block	MrgX1 allo act	MrgX1 agonist	KCNQ1 act
COc1ccc(OC)c(NC(=O)CSc2nnc3ccc(-c4ccncc4)nn23)c1	i	i	i	i	i	-4	i	i	i	i	i
O=C(O)c1cc(-c2ccccn2)n[nH]1	i	i	i	i	i	-7	i	i	i	i	i
O=C(OCC(O)COC(=O)c1cccnc1)c1cccnc1	i	i	i	i	i	-5	i	i	i	i	i
C=CCn1c(N2CCCCCC2)nc2c1c(=O)n(C)c(=O)n2C	i	i	i	i	i	-7	i	i	i	i	i
CN1CCN(C(=O)c2cc3c(C(F)(F)F)nn(C)c3s2)CC1	i	i	i	i	i	-3	i	i	i	i	i
COC(=O)c1ccc(CNC(=O)COC(=O)COc2ccc(OC)cc2)cc1	i	i	i	i	i	-15	i	i	i	i	i
Cc1nc(SCC(N)=O)c([N+](=O)[O-])[nH]1	i	i	i	i	i	-11	i	i	i	i	i
O=[N+]([O-])c1cc(/C=N/O)ccc1SCc1ccccc1Cl	i	i	i	i	i	-8	i	i	i	i	i
COc1cc(/C=N\NS(=O)(=O)c2ccccc2)cc(OC)c1OC	i	i	i	i	i	-8	i	i	i	i	i
O=C(CSC1CS(=O)(=O)c2cc([N+](=O)[O-])ccc21)NNC(=O)c1ccccc1 (centres undefined)	i	i	i	i	i	-11	i	i	i	i	i
O=[N+]([O-])c1ccccc1S(=O)(=O)NCc1ccco1	i	i	i	i	i	-6	i	i	i	i	i
Cc1ccc(NC(=S)NNC(=O)CCn2cc(C)cn2)cc1	i	i	i	i	i	-15	i	i	i	i	i
CN(C)c1ccc(C2OC(=O)C3(CCCC3)C(=O)C2(C)C)cc1 (centres undefined)	i	i	i	i	i	-9	i	i	i	i	i
O=C(O)c1cccc(NS(=O)(=O)c2ccc3c(c2)C(=O)c2ccccc2C3=O)c1	i	i	i	i	i	-10	i	i	i	i	i
COc1ccc(S(=O)(=O)NN(C)C)cc1N(C)S(=O)(=O)c1ccc(Cl)cc1	i	i	i	i	i	-2	i	i	i	i	i
COc1ccccc1CN(C)C(=O)c1cnc(C)cn1	i	i	i	i	i	-3	i	i	i	i	i
CCOc1ccc2ccccc2c1/C=N/NC(=O)c1ccc(C)nc1	i	i	i	i	i	-1	i	i	i	i	i
CCOC(=O)C1(Cc2cccc(OC)c2)CCN(Cc2ccc(OC)c(OC)c2)CC1	i	i	i	i	i	-8	i	i	i	i	i
O=C(Cc1ccc(F)cc1)Nc1nnc(SCC(=O)N2CCCCC2)s1	i	i	i	i	i	-12	i	i	i	i	i
Cc1ccc(C(=O)Nc2ccc3nccnc3c2)cc1	i	i	i	i	i	-4	i	i	i	i	i
CC(=O)NC(Cc1ccccc1)C(=O)NC(Cc1ccccc1)C(=O)O (centres undefined)	i	i	i	i	i	-4	i	i	i	i	i
OC(CNCC1CCCO1)COc1ccc(OCC(O)CNCC2CCCO2)cc1 (centres undefined)	i	i	i	i	i	-8	i	i	i	i	i
Cc1nn(CC(=O)Nc2ccccc2C(F)(F)F)c(=O)c2cccn12	i	i	i	i	i	-4	i	i	i	i	i
CSc1ccccc1NC(=O)CSc1nnc(COc2ccccc2)o1	i	i	i	i	i	-5	i	i	i	i	i
COc1ccc(CCNC(=O)C2CCN(S(=O)(=O)c3ccc4c(c3)oc(=O)n4C)CC2)cc1OC	i	i	i	i	i	-6	i	i	i	i	i
NC(=O)c1sc2nc3c(c(-c4cccs4)c2c1N)CCCCC3	i	i	i	i	i	-3	i	i	i	i	i
Cc1ccc(-c2nnn(CC(=O)N(c3ccccc3)C(C(=O)NC3CCCC3)c3ccncc3)n2)o1 (centres undefined)	i	i	i	i	i	-12	i	i	i	i	i
Cc1ccc(C2c3c(oc4cc(C)c(C)cc4c3=O)C(=O)N2CCCN2CCOCC2)cc1 (centres undefined)	i	i	i	i	i	-11	i	i	i	i	i
Cc1ccc(N2C(=O)[C@@H]3[C@H](C2=O)[C@H]2C=CC=NN2[C@@H]3C(=O)Nc2ccccc2)cc1	i	i	i	i	i	-10	i	i	i	i	i
O=C(NCc1cccnc1)C1CCN(S(=O)(=O)c2cccnc2)CC1	i	i	i	i	i	-7	i	i	i	i	i
CCN1CCCC1CNS(=O)(=O)c1c(C)cc(C)cc1C (centres undefined)	i	i	i	i	i	-8	i	i	i	i	i
CCOC(=O)c1sc(NS(=O)(=O)c2ccc(C)cc2)nc1C	i	i	i	i	i	-8	i	i	i	i	i
O=C(Nc1ccc(C(=O)N2CCOCC2)cc1)Nc1cccc(C(F)(F)F)c1	i	i	i	i	i	-4	i	i	i	i	i
CCOc1ccc(OCC)c(NC(=O)CN2CCC(NC(=O)c3cccc(F)c3)CC2)c1	i	i	i	i	i	-16	i	i	i	i	i
Cc1ccc(-n2c3c(cc(C(=O)NC4CCSC4=O)c2=O)C(=O)CC(C)(C)C3)cc1 (centres undefined)	i	i	i	i	i	-9	i	i	i	i	i
O=C(CSc1nnc(Cc2ccccc2)o1)N1CCCc2ccccc21	i	i	i	i	i	-13	i	i	i	i	i
CCOC(=O)c1cc(/C(C)=N/OC(=O)c2ccc(Cl)cc2)on1	i	i	i	i	i	-6	i	i	i	i	i
CCOc1cccc(N(C(=O)Cc2cccs2)C(C(=O)NC2CCCCC2)c2cccn2C)c1 (centres undefined)	i	i	i	i	i	-10	i	i	i	i	i
Cc1ccc(N(Cc2ccccc2O)C(=O)c2ccccc2F)cc1	i	i	i	i	i	-8	i	i	i	i	i
O=C(CNC(=O)c1ccc(Cl)cc1Cl)OCC(=O)N1CCCC1=O	i	i	i	i	i	-11	i	i	i	i	i
O=C(Cc1ccc(Cl)cc1)NCCS(=O)c1ccc(Cl)cc1 (centres undefined)	i	i	i	i	i	0	i	i	i	i	i
CC(=O)OCC1=C(C(=O)O)N2C(=O)C(NC(=O)c3ccc(COc4ccc(Cl)cc4)o3)C2SC1 (centres undefined)	i	i	i	i	i	-5	i	i	i	i	i
CCOC(=O)N1CCN(C(=O)CSc2nc3c([nH]c4ccccc43)c(=O)n2CC)CC1	i	i	i	i	i	3	i	i	i	i	i
COc1ccc(C2CC(c3cccs3)=NN2C(=O)CSC2=NN3CCCC(=O)N=C3S2)cc1 (centres undefined)	i	i	i	i	i	-9	i	i	i	i	i
CCCCn1c(N)c(N(CCOC)C(=O)C(C)Oc2ccc(Cl)cc2)c(=O)[nH]c1=O (centres undefined)	i	i	i	i	i	-9	i	i	i	i	i
CC(C)(C)CC(=O)Nc1cccc(-c2cn3cccnc3n2)c1	i	i	i	i	i	-6	i	i	i	i	i
N#CCOC(=O)c1sccc1-n1cccc1	i	i	i	i	i	-2	i	i	i	i	i
CCOc1cccc2cc(C(=O)Oc3ccc(OC)cc3)c(=O)oc12	i	i	i	i	i	-3	i	i	i	i	i
Cc1cccc(NC(=O)COn2nnc3ccc(S(C)(=O)=O)cc32)c1	i	i	i	i	i	-7	i	i	i	i	i
CCOc1ccccc1N1CCN(C(=O)Nc2cccc(Cl)c2)CC1	i	i	i	i	i	-19	i	i	11*	i	i
CCOC(=O)c1ccccc1NC(=O)C1CC(=O)N(c2ccccc2)C1 (centres undefined)	i	i	i	i	i	-12	i	i	i	i	i
COc1ccc(Nc2c3c(nc4ccccc24)CCC3)c(OC)c1	i	i	i	i	i	-10	i	i	i	i	i
CC1CC(C)CN(C2CCCCC2NS(=O)(=O)c2ccc(Cl)cc2)C1 (centres undefined)	i	i	i	i	i	-4	i	i	8.2*	i	i
Cc1cccc(-c2nc3c(c(SCC(=O)N4CCOCC4)n2)COC(C)(C)C3)c1	i	i	i	i	i	-12	i	i	i	i	i
CC12CCC(C(=O)Nc3c(Cl)cccc3Cl)(C(Br)C1=O)C2(C)C (centres undefined)	i	i	i	i	i	-2	i	i	i	i	i
CCNc1nc(NC(C)C)nc(OCCOC(=O)c2ccccc2)n1	i	i	i	i	i	-5	i	i	i	i	i
CCOc1ccc(C(=O)NCCc2cnc[nH]2)cc1	i	i	i	i	i	-2	i	i	i	i	i
Cc1sc(NC(=O)/C=C/c2ccc(C(C)C)cc2)c(C#N)c1C	i	i	i	i	i	-5	i	i	i	i	i
CCc1ccc(NC(=O)CSc2nnc(C3CC3)n2CC2CCCO2)cc1 (centres undefined)	i	i	i	i	i	-4	i	i	i	i	i
CCOc1cc(S(=O)(=O)NCc2ccccn2)ccc1Cl	i	i	i	i	i	-9	i	i	i	i	i
S=C(NCCc1ccccc1)N/N=C/C1CCCCC1	i	i	i	.	i	-14	.	i	9.1*	i	i
Cc1cc(S(=O)(=O)N(Cc2ccc3c(c2)OCO3)CC2CCCO2)ccc1-n1cnnn1 (centres undefined)	i	i	i	i	i	-3	i	i	i	i	i
O=C(Nc1nccs1)c1sc2cc(Cl)ccc2c1Cl	i	i	i	i	i	-5	i	i	i	i	i

Screening data: PubChem, Johns Hopkins Ion Channel Center

Hits appear at their usual frequency. About 6.3% of those tested had a hit in this group.
